From PubChem BioAssay
PTHR1 agonist = activates the human parathyroid hormone receptor PTHR1 | Q03431 | HEK293 GP2 PTHR1 cells, GloSensor cAMP luminescence, 1 h | Potency, µM (doses to about 115 µM), without a hit: top-dose activation, most hits filed as activators | 410,000 compounds, 0.075% hits; note: potency is the fitted concentration of half-maximal effect; nearly all actives have a fitted effect of over 55% in size; some results filed as inactive show a strong effect at the top dose; inactives centre near -15; many of its hits are not listed in these tables
Target sequence (Q03431 whole entry, looked up): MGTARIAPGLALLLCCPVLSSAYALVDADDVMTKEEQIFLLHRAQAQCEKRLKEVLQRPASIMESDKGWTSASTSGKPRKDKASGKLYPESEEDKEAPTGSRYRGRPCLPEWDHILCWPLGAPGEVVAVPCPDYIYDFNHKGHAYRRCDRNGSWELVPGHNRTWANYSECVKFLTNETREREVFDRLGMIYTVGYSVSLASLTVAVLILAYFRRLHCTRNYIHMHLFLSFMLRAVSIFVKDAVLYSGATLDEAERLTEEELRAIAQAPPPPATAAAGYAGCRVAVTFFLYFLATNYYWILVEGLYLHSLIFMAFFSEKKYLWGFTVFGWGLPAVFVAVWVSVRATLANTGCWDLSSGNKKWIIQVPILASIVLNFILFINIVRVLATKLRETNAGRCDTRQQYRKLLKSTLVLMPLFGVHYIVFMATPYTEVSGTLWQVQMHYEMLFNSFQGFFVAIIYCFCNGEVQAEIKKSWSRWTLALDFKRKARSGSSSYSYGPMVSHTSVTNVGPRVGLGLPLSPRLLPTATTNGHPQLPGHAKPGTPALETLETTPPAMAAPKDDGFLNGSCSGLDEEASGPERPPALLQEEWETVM
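HEK-293-derived GP2 cells expressing PTHR1 and a GloSensor cAMP reporter, 3,000/well, plated overnight, given luciferin plus IBMX (each 0.5 mM as added) for 1 h at 37 °C, then compound for 1 h at 37 °C. Luminescence was read after 15 min at room temperature.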
D3 antag = blocks the human D3 dopamine receptor. D3R cells, DiscoveRx beta-arrestin luminescence, antagonist mode; active compounds read low. 360,000 compounds, 2.5% hits. max response, negative = inhibition, %; in the data active = max response below about -50%; inconclusive = no clear call, values can overlap the other calls; note: % is set by controls: 0 for no effect and ±100 for the full control effect; mostly tested at two doses, the higher about 12 µM
Target sequence (P35462 whole entry, looked up): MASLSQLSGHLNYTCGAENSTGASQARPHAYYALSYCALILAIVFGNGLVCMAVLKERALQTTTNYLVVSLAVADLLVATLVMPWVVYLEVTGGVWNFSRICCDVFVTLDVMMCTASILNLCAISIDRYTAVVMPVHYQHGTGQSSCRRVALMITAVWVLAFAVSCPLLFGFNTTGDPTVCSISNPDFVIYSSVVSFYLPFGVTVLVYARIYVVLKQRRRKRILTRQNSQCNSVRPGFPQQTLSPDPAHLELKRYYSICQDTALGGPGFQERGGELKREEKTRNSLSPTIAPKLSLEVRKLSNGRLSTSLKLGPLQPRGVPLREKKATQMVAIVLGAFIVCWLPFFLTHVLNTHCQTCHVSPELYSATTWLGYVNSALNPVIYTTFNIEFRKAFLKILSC
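Cells expressing the human receptor were seeded at 1500 cells/well, incubated overnight at 37 degrees C in 5% CO2, then exposed to library compounds with dopamine controls for 90 minutes at 37 degrees C before luminescent detection.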
CCT modulator = cytosolic chaperonin activity modulation; purified chaperonin ATPase assay, HTRF ADP detection, 30 min; activity change, % (test concentration not listed), hits read low; 360,000 compounds, 0.3% hits; AID 651819; in the data active = activity change below about -30%; note: % is set by controls: 0 for no effect and ±100 for the full control effect
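We incubate TRiC, 40 or 20 nM final, with library compounds at 76 uM and 10 uM ATP for 30 min at 37 °C. ADP formed is detected with Transcreener HTRF reagents after 30 min at room temperature.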
pAkt inh = inhibitors of Akt phosphorylation. AID 651550. 360,000 compounds, 0.32% hits. Neuro2A IGF-stimulated pAkt S473 HTRF, 20 min; active compounds read low. activity change, % for hits at 50 µM; in the data active = activity change below about -80%; inconclusive = mostly about -51% to -80%; note: % is set by controls: 0 for no effect and ±100 for the full control effect
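Neuro2A cells (4,500/well, DMEM with 0.5% FBS) were treated with compound at a single 50 µM final concentration, stimulated with 6 nM IGF for 20 min at 37 °C, and lysed. Phospho-Akt Ser473 was read by HTRF as 665/615 ratio ×10^4.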
D3 ag = D3 dopamine receptor (human) agonism; P35462; D3R DiscoveRx beta-arrestin cells, luminescence, 90 min; max activation, %; 410,000 compounds, 0.58% hits; AID 652048; in the data active = max activation above about 30%; note: 0% is about no effect; mostly tested at two doses, the higher about 12 µM
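Agonist-mode cell screen: cells plated at 1500/well and incubated overnight at 37 °C, then exposed to library compounds for 90 min at 37 °C. Detection reagent was added for 30–60 min at room temperature, and luminescence was read.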
EPAC2 antagonist = antagonists of human EPAC2; Q8WZA2; EPAC2 GEF exchange of Rap1B-BODIPY-GDP, fluorescence; Potency, µM (titrated, usually from 114 µM), for the others: top-dose activity, negative = inhibition, hits mostly inhibitors; 360,000 compounds, 0.18% hits; AID 720708; note: potency is the fitted concentration of half-maximal effect; % is set by controls: 0 for no effect and ±100 for the full control effect; nearly all actives have a fitted effect of over 45% in size; many of its hits are not listed in these tables
Mm-Cpn inhibitor = M. maripaludis TRiC chaperonin inhibition; Potency, µM (series often up to 76.9 µM), for inactives: at the highest dose activity, negative = inhibition, most hits filed as inhibitors; purified Mm-Cpn ATPase, ADP Transcreener TR-FRET; 330,000 compounds, 0.031% hits; note: potency is the fitted concentration of half-maximal effect; % is set by controls: 0 for no effect and ±100 for the full control effect; nearly all actives have a fitted effect of over 80% in size
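Eu-cryptate anti-ADP/ADP-d2 competition gives a ratio inversely related to ADP. Enzyme at 25 nM was pre-exposed to compound for 10 min, then given 10 uM ATP for 30 min, 37°C throughout.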
EPAC2 ag = agonists of human EPAC2 (RAPGEF4) | Q8WZA2 | EPAC2 activation, biochemical qHTS; response scale: 100% = 6.5 mM cAMP response | Potency, µM (highest dose often 154 µM), for inactives: at the top dose activation, most hits filed as activators | 360,000 compounds, 0.079% hits | AID 720711; note: potency is the fitted concentration of half-maximal effect; nearly all actives have a fitted effect of over 50% in size
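Compounds were added across a concentration range to EPAC2 (100 nM), RAP1B-BODIPY-GDP (250 nM) and GDP (50 uM). After 5 min at room temperature, fluorescence was recorded at 5-min intervals for 30 min.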
The depositor's hits bear a star; i = inactive; ? = inconclusive; nt = not tested or not shown; & = joins results of further samples; [ ] = another dose, or the depositor's remark. Unless noted, calls come from the whole dose curve; as a rule, active = well fitted curve in the direction sought with a large enough effect; inconclusive = small, poorly fitted or top-dose-only effect, or another doubt; inactive = no such curve, though single readings can be large; an effect the other way counts as inactive or inconclusive.

#	SMILES	PTHR1 agonist	D3 antag	CCT modulator	pAkt inh	D3 ag	EPAC2 antagonist	Mm-Cpn inhibitor	EPAC2 ag
1	Cc1nc2sc(C#N)c(N)c2c2c1CCCC2	i	-14	-3.9	i	1	12%	-4%	-2%
2	Cc1cc(OCC(=O)NC(C)C)cc(C)c1Cl	i	-10	1.5	i	12	22%	-1%	5%
3	COC(=O)c1cc(Cl)c(NC(=O)c2ccc(C(C)(C)C)cc2)cc1OC	-3%[57.5 µM]	29	1.0	i	70*	-5%	0%	0%
4	CCC(=O)N(c1ccc(F)cc1)C1C=CS(=O)(=O)C1 (centres undefined)	i	15	0.8	i	-2	8%	0%	8%
5	CSc1nnc(-c2cc(Br)ccc2N=Cc2c(C)[nH]n(-c3ccccc3)c2=O)c(=O)[nH]1	-13%	-4	-8.0	i	13	-10%	-3%	11%
6	COc1ccc(S(=O)(=O)Nc2ccc3c(c2)N(C(C)=O)CCC3)cc1OC	-17%	11	1.4	i	3	-1%	0%	4%
7	COc1ccc(NCC(=O)Nc2ccc(Br)cc2F)c(OC)c1	i	-10	-3.8	i	-4	1%	1%	28%
8	O=C(NC12CC3CC(CC(C3)C1)C2)C1CC(=O)N(c2ccccc2)C1 (centres undefined)	i	32	-4.3	i	-5	7%	-2%	-10%
9	Cn1nc(C(=O)Nc2nc(-c3ccccn3)cs2)c2ccccc2c1=O	-18%	1	0.0	i	15	0%	-3%	2%
10	CC1=C(C(=O)N2CCN(C(=O)c3ccco3)CC2)C2(CCC(C)CC2)OC1=O (centres undefined)	-24%	-5	-0.6	i	3	3%	-1%	8%
11	Cc1cc(NC(=O)CS(=O)(=O)Cc2ccccc2)no1	i	6	-11	i	-1	12%	1%	-2%
12	O=C(Nc1ccc(N2CCCC2)c(Cl)c1)c1ccccc1F	-28%	5	1.1	i	-2	-12%	nt	13%
13	O=C(NCc1ccccc1Cl)[C@H]1CCCN1C(=O)[C@H]1CCCN1	i	0	-2.0	i	-12	2%	nt	5%
14	CCc1ccc(S(=O)(=O)N2c3ccc(C)cc3C3CN(C)CCC32)cc1 (centres undefined)	-24%	?	-2.4	i	-20	-4%	2%	4%
15	COc1cc(N)c(Cl)cc1C(=O)OCC(=O)N1c2ccccc2NC(=O)C1(C)C	i	-1	-2.9	i	0	-5%	-2%	-3%
16	Cc1cc(NS(=O)(=O)c2ccc(NC(=O)/C=C/c3ccccc3)cc2)no1	i	-6	-0.4	i	3	-28%	1%	11%
17	O=C(NCCCN1CCOCC1)c1cc(-c2ccc(Cl)s2)nc2ccccc12	i	-25	-1.6	i	-4	12%	-12%	12%
18	O=C(NCc1ccccc1Cl)c1ccc2nc([C@@H]3O[C@H](CO)[C@@H](O)[C@H]3O)[nH]c2c1	11%	0	-1.1	i	-12	4%	nt	2%
19	O=S(=O)(c1ccccc1F)N1CCC(Oc2ccc(-n3cnnn3)cc2)CC1	-40%[inhibitor]	-2	-1.3	nt	4&0	-11%	-6%	6%
20	Cc1cc(=O)oc2cc(OCC(=O)NC3CC(C)(C)NC(C)(C)C3)c(Cl)cc12	i	-4	0.9	i	1	0%	4%	15%
21	CCC(=O)N1CCC(NC(=O)Nc2ccc(OC(F)(F)F)cc2)CC1	-15%	10	-0.5	i	-6	-9%	-29%	-4%
22	CCN(c1ccccc1)S(=O)(=O)c1ccc(C(=O)N2CC(C)CC(C)C2)cc1 (centres undefined)	-84%[inhibitor]	-3	-1.3	i	4	-11%	-1%	6%
23	COc1cccc(C(=O)NC(C)c2ccc(-c3ccccc3)cc2)c1OC (centres undefined)	-91%[inhibitor]	8	1.9	i	-3	-29%	0%	2%
24	O=C1c2cccnc2C(=O)N1Cc1ccc(S(=O)(=O)N2CCN(c3ccc(Cl)cc3)CC2)cc1	i	21	-1.3	i	4	4%	-6%	0%
25	COCc1cc(=O)[nH]c(=S)[nH]1	i	-4	-0.7	i	-1	-2%	1%	4%
26	Cc1cccc(Cl)c1NC(=O)N1CCCN(c2nc3ccc(Cl)cc3s2)CC1	-22%	41	-2.6	i	-1	-17%	-3%	7%
27	Cc1ccc(N(CC(=O)NCC2CCCO2)C(=O)CCC(=O)Nc2ccccn2)cc1C (centres undefined)	-4%[57.5 µM]	-6	-2.1	i	5	7%	1%	0%
28	O=C(Cn1cncn1)N/N=C/c1cccc2ccccc12	i	4	0.8	i	0	12%	-3%	-3%
29	Cc1cc(C)cc(C(=O)NC(CC(N)=O)c2ccc(N3CCC(Br)CC3)c([N+](=O)[O-])c2)c1 (centres undefined)	?	0	-4.6	i	32*	-12%	1%	0%
30	CCc1c(C)nc(SCc2cccnc2)[nH]c1=O	i	16	0.3	i	2	2%	0%	2%
31	CC(=C\C(=O)O)/C(=C/c1ccccc1)C(=O)O	i	11	0.5	i	-3	9%	2%	-2%
32	CCOC(=O)CC[C@H](NC(=O)Cn1cnc2c(NCc3ccccc3)ncnc21)C(=O)OCC	0%	-29	-1.0	i	-4	13%	0%	2%
33	COc1ccc(NC(=O)C(=O)N/N=C/c2cccnc2)cc1	i	5	0.1	i	20	0%	-2%	7%
34	COC(=O)c1ccc(CN2CCC(CO)(Cc3ccccc3Cl)CC2)cc1	-2%	-29	0.2	i	-18	-5%	4%	8%
35	O=C(Nc1ccccc1F)c1csc(COCCO)n1	i	-134*	-7.0	i	-24	9%	nt	8%
36	COc1ccc(/C=C(/NC(=O)/C=C/c2ccccc2)C(=O)N2CCOCC2)cc1	-5%	26	-0.9	i	0	-5%	1%	-3%
37	COc1ccc(N(Cc2cc3cccc(C)c3[nH]c2=O)S(C)(=O)=O)cc1	i	4	0.0	i	10	1%	0%	4%
38	Cc1cc(C(=O)N2CCc3ccccc3C2)c(C)o1	-42%[inhibitor]	11	-2.6	i	8	-1%	nt	0%
39	CCOc1ccccc1N1C(=O)CC(Sc2ncccc2C(=O)O)C1=O (centres undefined)	15%[57.5 µM]	12	0.6	i	8	1%	0%	2%
40	COCCCNC(=O)c1ccc(CS(=O)(=O)c2ccccc2OC)o1	i	-5	-0.1	i	-8	4%	0%	9%
41	S=C(NCc1ccccc1Cl)NC1CCCC1	-7%	6	0.9	i	0	8%	2%	18%
42	CCN(CC)C(=O)c1cccc(NC(=O)CC23CC4CC(CC(C4)C2)C3)c1	?	-1	0.8	i	5	-11%	2%	-1%
43	c1ccc(SCc2nc(-c3ccncc3)n[nH]2)nc1	-5%	-3	1.9	i	-9	6%	0%	11%
44	CCOc1cc(/C=N/NC(=O)c2cccnc2)cc(Br)c1OCC(N)=O	-1%	-15	1.0	i	-4	-2%	-12%	1%
45	O=C(CSc1nnc2ccccn12)NNC(=O)c1ccc(Cl)cc1	-18%	0	0.9	i	-17	7%	1%	4%
46	CCOC(=O)N1CCN(C(=O)CSc2ccc3nnc(-c4cccnc4)n3n2)CC1	?	-98*	-1.9	i	-23	-14%	1%	7%
47	COc1ccc(C(=O)c2ccccc2)cc1Br	i	20	-0.9	i	3	-2%	4%	17%
48	C[C@H](NCCc1ccc(O)cc1)[C@H](O)c1ccc(O)cc1	-7%	2	-0.1	i	-30&0	-3%	2%	1%
49	CCOc1ccc(Oc2ccc(S(=O)(=O)N3CCOCC3)cc2NC(=O)CCNC(C)=O)cc1	i	3	-0.5	i	2	-8%	0%	5%
50	COc1cc(CNc2ccc3[nH]c(=O)[nH]c3c2)ccc1OCc1c(F)cccc1Cl	-20%	0	-0.5	i	2	1%	-2%	12%
51	CCOc1ccc2nc(COC(=O)c3ccncc3)c(C(=O)c3ccccc3)[n+]([O-])c2c1	i	0	-1.5	i	5	5%	-22%	14%
52	Cc1ccc(C2=C/C(=C\c3cccnc3)C(=O)O2)cc1	-4%	-7	-0.1	i	-6	-1%[57.1 µM]	0%	7%
53	CCn1c(SCC(=O)c2ccc(O)c(O)c2)nnc1-c1ccccc1OC	-24%[57.5 µM]	48	-2.8	i	1	8%	-1%	3%
54	CC(C)(C)c1ccc(C(=O)NNC(=O)C(=O)N2CCCCC2)cc1	i	-20	1.0	i	-15	12%	0%	-1%
55	Cc1ccc(-n2c(CNc3cccc(Cl)c3)n[nH]c2=S)cc1	i	-9	-0.1	i	-7	2%	1%	4%
56	CSc1ccc(/C=N/NC(=O)COc2ccc(Br)cc2Cl)cc1	-22%	-3	-0.5	i	0	8%	0%	-1%
57	Cc1cccc(-n2ncc3c2CCCC3NC(=O)CN2CCOC2=O)c1C (centres undefined)	i	-1	-2.2	i	-5	3%	1%	6%
58	O=c1c(-c2ccccc2)c[nH]n1-c1cccc([N+](=O)[O-])c1	-19%	-30	-0.8	i	6	-5%	-4%	3%
59	Cc1ncccc1C(=O)N1CCCC(C(=O)c2ccc3c4c(cccc24)CC3)C1 (centres undefined)	-9%	-1	-2.4	i	3	-6%	0%	1%
60	COCCCNC(=S)N/N=C/c1ccc2c(c1)OCO2	-4%	-5	1.6	i	6	1%	0%	4%
61	CN(CC(=O)Nc1c(Cl)cccc1Cl)C(=O)CNC(=O)C1CCCCC1	i	-9	-0.6	i	-5	-8%	0%	-3%

Record cards, as listed above:
C[C@H](NCCc1ccc(O)cc1)[C@H](O)c1ccc(O)cc1 in the list: PTHR1 agonist: -7%; D3 antag: 2; CCT modulator: -0.1; pAkt inh: i; D3 ag: -30&0; EPAC2 antagonist: -3%; Mm-Cpn inhibitor: 2%; EPAC2 ag: 1%
COc1cc(CNc2ccc3[nH]c(=O)[nH]c3c2)ccc1OCc1c(F)cccc1Cl in the list: PTHR1 agonist: -20%; D3 antag: 0; CCT modulator: -0.5; pAkt inh: i; D3 ag: 2; EPAC2 antagonist: 1%; Mm-Cpn inhibitor: -2%; EPAC2 ag: 12%

The list is partial; count on the stated rates, not on these rows.
